Ins promoter up: insulin promoter activators in MIN6 cells, imaging, high-content screening, mouse beta cells; hit rate 0.3% among 190,000; AID 1625, 2009; z-score at 5 µM; MIN6 insulin promoter-GFP reporter; hits give high values;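 active means z-score above 3 at 5 µM with at least 500 cells counted in the well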
Dynein transport: inhibitors of GR-EGFP nuclear translocation, primary screen, dynein cargo transport inhibitor project, imaging, high-content, 3617.4 mouse cells; AID 1381, 2008; test concentration mostly 20 µM; stimulated with dexamethasone, 1 µM; hits give low values; hit rate 0.47% among 220,000; z-score, hits read low;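 active means plate z-score of nuclear minus cytoplasmic receptor signal below a set negative limit, without overly bright fluorescence or cell loss, cut at about -3.5 in these data, passing the limit was not always enough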;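 further: z-score of nuclear minus cytoplasmic ring GR-EGFP intensity difference per well; some compounds called inactive have numbers as strong as hits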
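Also added: dexamethasone, 1.0 µM final. Medium: tet-free, stripped-serum medium. Detection: fixed, Hoechst-stained cells imaged at 10x for EGFP. Read-out: nuclear-to-cytoplasmic GR-EGFP distribution per well. Times: induction 48 h, compound 1 h, agonist 30 min.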
WT yeast gro inh: growth inhibition of WT strain, primary screen, mitochondrial fusion inhibitor project, WT and mutant strains, chemical genetic. mitochondrial fusion phenotypic screen. inhibition, % at 10 µM. hit rate 2.1% among 190,000. AID 1362, 2008; in the data active means inhibition above about 58%; tested in S. cerevisiae
NOD2 inhibition: NOD2 signaling inhibitors, cell-based, luminescence, uHTS, HEK293 (AID 1566). hit rate 0.63% among 290,000. HEK293 NOD2/NF-kB luciferase reporter, luminescence; higher % means a stronger effect. one-dose inhibition, % at 4 µM; EC50 in µM for titrated hits; in the data active means inhibition above about 50%; further: many of its hits are not listed in these tables
Hep lipid drop: inhibitors of hepatocyte lipid droplet formation, primary screen, imaging, high-throughput imaging, BODIPY stain; AML12 mouse hepatocytes, oleate lipid droplets; inhibition, % at 6.5 µM; hit rate 0.4% among 240,000;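 active means lipid droplet intensity inhibited by at least 50%, with more than 500 cells counted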
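material = mouse AML12 hepatocyte cell line, fixed after treatment | also added = 100 µM oleic acid challenge | doses = compound at 6.5 µM only | schedule = overnight exposure | technique = Image-based BODIPY and DAPI two-channel analysis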
Autophagy mod: autophagy modulators in MEF cells, primary screen, imaging, high-content, MEF GFP-LC3 | MEF GFP-LC3 puncta imaging; test concentration mostly 10 µM | calls only at 10 µM (by protocol) | hit rate 0.98% among 190,000 | AID 463193, 2010;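 active means percentage of spot-positive cells more than 3 SD above its plate mean, without a fluorescence outlier flag or 80% toxicity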;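 further: spot-positive cell cutoff set from DMSO-treated cells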
Yfh1-off respiration: enhancers of respiration in Yfh1-depleted yeast, dose response, Friedreich's ataxia, plus single-dose screen (AID 1465). S. cerevisiae Yfh1-off respiration, WST-1 reduction, 72 h; higher fold induction means a stronger effect. fold induction at 50 µM, or EC50 in µM where a hit was titrated. hit rate 0.074% among 220,000;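 active means fold induction of absorbance versus untreated yeast above a set limit, then at least 30% activation at any dose in follow-up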;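 further: activators that raise dye reduction in frataxin-depleted yeast; strong numbers were not always called active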
b-catenin transl: modulators of beta-catenin nuclear translocation, primary screen, imaging, HeLa cells, immunofluorescence, high-content. nuclear translocation activity, % at 5 µM. hit rate 0.3% among 190,000. AID 1665, 2009;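 active means nuclear translocation activity above 50% at 5 µM, with a well cell count of 50 or more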;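 further: per-cell ratio of nuclear to cytoplasmic median beta-catenin stain intensity; plate controls were DMSO negative control for no effect and GSK-3 inhibitor IX positive control for full effect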
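Test system: human HeLa cell line; Doses: 5 µM primary, 0.02–20 µM confirmation; Incubation: 24 h compound exposure, 37°C; Detection: beta-catenin immunofluorescence imaging with DAPI; Read-out: beta-catenin nuclear/cytoplasmic ratio, % activation.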
MT stabilize HCS: microtubule stabilizers in HeLa cells, primary screen, imaging, high-content imaging. hit rate 0.83% among 200,000. % tubulin-high responders, % at 10 µM. AID 2205, 2009. HeLa tubulin immunostaining HCS, 24 h; share of cells brighter than vehicle mean+2SD;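 active means plate Z-score above 3 for both tubulin-high and condensed-nucleus cell shares, with cell loss under 80%, at 10 µM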;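 further: anti alpha tubulin signal scored within the nucleus-defined area of each cell; some results filed as inactive read as strong as hits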
WT yeast gro inh mutant strain: further read-out of WT yeast gro inh, marked with its call; inhibition, %; mitochondrial fusion phenotypic screen, mutant strain inhibition
Dynein transport cytoplasmic EGFP: also measured in Dynein transport; calls as there; z-score; measured here: cytoplasmic GR-EGFP intensity; hits give high values
Dynein transport nuclear GR-EGFP: further read-out of Dynein transport, marked with its call; z-score; measured here: nuclear GR-EGFP intensity;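 lower value marks the stronger effect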
Dynein transport cell count: second read-out of Dynein transport, no call of its own (marks repeat the call); z-score; measured here: cell count per field
Ins promoter up cell count: further read-out of Ins promoter up, marked with its call; cell count; measured here: cytotoxicity, nuclei count;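 total cells summed across four imaged fields per well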
Hep lipid drop cells 6.5 µM: also measured in Hep lipid drop; calls as there; cell count; measured here: cell count, cytotoxicity flag;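 cells counted across two imaged fields per well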
b-catenin transl cell count 5 µM: also measured in b-catenin transl; calls as there; cell count; measured here: cell count, cytotoxicity flag
MT stabilize HCS Hoechst-high %: second read-out of MT stabilize HCS, no call of its own (marks repeat the call); % Hoechst-high responders; measured here: nuclear condensation Hoechst responders;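 share of cells brighter than vehicle mean plus two SD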
MT stabilize HCS cytotoxicity %: further read-out of MT stabilize HCS, marked with its call; toxicity, %; measured here: cytotoxicity by cell density;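 0% = mean cell density of plate MIN control wells and 100% = no cells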
Autophagy mod cell loss 18 h: second read-out of Autophagy mod, no call of its own (marks repeat the call); toxicity, %; measured here: cell loss, nuclei count;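 cell loss after 18 h compound exposure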
* hit, by the source's call. These rows are one share of the data; the hit share may differ from the screen's.

What do the screens show for `COc1cc2c(cc1NC(=O)COC(=O)[C@@H](NS(=O)(=O)c1ccccc1)C(C)C)oc1ccccc12`?
Ins promoter up: -0.84; Dynein transport: -0.3; WT yeast gro inh: 17; NOD2 inhibition: -4%; Hep lipid drop: -26; Autophagy mod: inactive; Yfh1-off respiration: inactive; MT stabilize HCS: 2.6; WT yeast gro inh mutant strain: 7; Dynein transport cytoplasmic EGFP: -0.34; Dynein transport nuclear GR-EGFP: -0.51; Dynein transport cell count: 0.64; Ins promoter up cell count: 1317; Hep lipid drop cells 6.5 µM: 675; MT stabilize HCS Hoechst-high %: 2.5; MT stabilize HCS cytotoxicity %: 9.8; Autophagy mod cell loss 18 h: 8

What do the screens show for `COc1ccc(-c2nn[nH]n2)cc1OC`?
Ins promoter up: -0.47; Dynein transport: -0.35; WT yeast gro inh: 25; NOD2 inhibition: 6%; Hep lipid drop: -1; Autophagy mod: inactive; Yfh1-off respiration: inactive; b-catenin transl: -2.6; MT stabilize HCS: 1.5; WT yeast gro inh mutant strain: 12; Dynein transport cytoplasmic EGFP: 0.064; Dynein transport nuclear GR-EGFP: -0.023; Dynein transport cell count: 0.15; Ins promoter up cell count: 914; Hep lipid drop cells 6.5 µM: 767; b-catenin transl cell count 5 µM: 1209; MT stabilize HCS Hoechst-high %: 1.8; MT stabilize HCS cytotoxicity %: 7.5; Autophagy mod cell loss 18 h: -3

Results for Cc1ccc(C(=O)C2=C(O)C(=O)N(CCCN(C)C)C23C(=O)N(C)c2ccccc23)o1 (stereo not drawn) ?
Ins promoter up: 0.81; NOD2 inhibition: 7%; Yfh1-off respiration: inactive; b-catenin transl: -0.7; Ins promoter up cell count: 1205; b-catenin transl cell count 5 µM: 1157

Results for O=C(/C=C/c1ccc(Cl)cc1)NC(=S)Nc1ccc(NC(=O)c2ccco2)cc1 ?
Ins promoter up: -1.2; Dynein transport: 1; WT yeast gro inh: 7; NOD2 inhibition: 9%; Hep lipid drop: 57*; Autophagy mod: inactive; Yfh1-off respiration: inactive; b-catenin transl: -1.4; MT stabilize HCS: 5.0; WT yeast gro inh mutant strain: -20; Dynein transport cytoplasmic EGFP: -0.094; Dynein transport nuclear GR-EGFP: 0.83; Dynein transport cell count: -0.59; Ins promoter up cell count: 1222; Hep lipid drop cells 6.5 µM: 649*; b-catenin transl cell count 5 µM: 1136; MT stabilize HCS Hoechst-high %: 2.5; MT stabilize HCS cytotoxicity %: 3.6; Autophagy mod cell loss 18 h: -13

What do the screens show for `CC1CCCCN1C(=O)Cn1nnc(-c2cccnc2)n1` (stereo not drawn)?
Ins promoter up: 1.1; Dynein transport: -0.14; WT yeast gro inh: -7; NOD2 inhibition: 15%; Hep lipid drop: -1; Autophagy mod: inactive; Yfh1-off respiration: inactive; b-catenin transl: -2.5; MT stabilize HCS: 2.6; WT yeast gro inh mutant strain: -11; Dynein transport cytoplasmic EGFP: -0.12; Dynein transport nuclear GR-EGFP: -0.69; Dynein transport cell count: 0.058; Ins promoter up cell count: 1122; Hep lipid drop cells 6.5 µM: 705; b-catenin transl cell count 5 µM: 1154; MT stabilize HCS Hoechst-high %: 0.7; MT stabilize HCS cytotoxicity %: 1.4; Autophagy mod cell loss 18 h: 1

Results for CC(C)OC(=O)CC1=NC(=O)CS1 ?
Ins promoter up: 0.27; Dynein transport: 0.35; WT yeast gro inh: -14; NOD2 inhibition: 0%; Autophagy mod: inactive; Yfh1-off respiration: inactive; b-catenin transl: -0.6; MT stabilize HCS: 4.1; WT yeast gro inh mutant strain: 19; Dynein transport cytoplasmic EGFP: -0.19; Dynein transport nuclear GR-EGFP: 0.36; Dynein transport cell count: 0.19; Ins promoter up cell count: 1309; b-catenin transl cell count 5 µM: 1226; MT stabilize HCS Hoechst-high %: 2.9; MT stabilize HCS cytotoxicity %: 9.9; Autophagy mod cell loss 18 h: 31

Results for CC1(C)c2ssc(=S)c2-c2ccccc2N1C(=O)CSC1=NCCS1 ?
Dynein transport: -1.1; WT yeast gro inh: 0; NOD2 inhibition: 9%; Autophagy mod: inactive; Yfh1-off respiration: inactive; MT stabilize HCS: 0.8; WT yeast gro inh mutant strain: 1; Dynein transport cytoplasmic EGFP: -0.2; Dynein transport nuclear GR-EGFP: -0.78; Dynein transport cell count: 0.71; MT stabilize HCS Hoechst-high %: 2.2; MT stabilize HCS cytotoxicity %: 6.4; Autophagy mod cell loss 18 h: 3

What do the screens show for `C/C=C(/C)C(=O)O[C@@H]1[C@H](OC(=O)C=C(C)C)c2c(ccc3ccc(=O)oc23)OC1(C)C`?
Ins promoter up: -1.7; Dynein transport: 0.59; WT yeast gro inh: 8; NOD2 inhibition: 14%; Hep lipid drop: 54*; Autophagy mod: inactive; Yfh1-off respiration: inactive; b-catenin transl: 3.1; MT stabilize HCS: 3.0; WT yeast gro inh mutant strain: -1; Dynein transport cytoplasmic EGFP: -0.28; Dynein transport nuclear GR-EGFP: 0.59; Dynein transport cell count: 0.33; Ins promoter up cell count: 718; Hep lipid drop cells 6.5 µM: 761*; b-catenin transl cell count 5 µM: 507; MT stabilize HCS Hoechst-high %: 2.8; MT stabilize HCS cytotoxicity %: 9.7; Autophagy mod cell loss 18 h: 19

Results for CO/N=C/NC(=O)c1c(OC)ccnc1Oc1ccccc1 ?
Ins promoter up: -0.41; Dynein transport: -0.43; WT yeast gro inh: -4; NOD2 inhibition: 8%; Autophagy mod: inactive; Yfh1-off respiration: inactive; b-catenin transl: 2.6; MT stabilize HCS: 2.2; WT yeast gro inh mutant strain: 3; Dynein transport cytoplasmic EGFP: -0.02; Dynein transport nuclear GR-EGFP: -0.35; Dynein transport cell count: 0.74; Ins promoter up cell count: 1355; b-catenin transl cell count 5 µM: 1360; MT stabilize HCS Hoechst-high %: 1.7; MT stabilize HCS cytotoxicity %: 8.3; Autophagy mod cell loss 18 h: 2

Results for O=C(CN1CCN(c2ccccn2)CC1)NC1CCCC1 ?
Ins promoter up: 0.33; Dynein transport: -0.32; WT yeast gro inh: -4; NOD2 inhibition: -1%; Autophagy mod: inactive; Yfh1-off respiration: inactive; b-catenin transl: -7.4; MT stabilize HCS: 2.0; WT yeast gro inh mutant strain: -26; Dynein transport cytoplasmic EGFP: -0.22; Dynein transport nuclear GR-EGFP: -0.044; Dynein transport cell count: 1.2; Ins promoter up cell count: 1314; b-catenin transl cell count 5 µM: 1018; MT stabilize HCS Hoechst-high %: 1.0; MT stabilize HCS cytotoxicity %: 2.6; Autophagy mod cell loss 18 h: -10

What do the screens show for `O=C(c1cc(-c2ccc(Cl)c(Cl)c2)on1)N1CCN(c2ccccc2)CC1`?
Ins promoter up: -0.81; Dynein transport: -0.25; WT yeast gro inh: 15; NOD2 inhibition: -33%; Autophagy mod: inactive; Yfh1-off respiration: inactive; b-catenin transl: -5.2; MT stabilize HCS: 1.5; WT yeast gro inh mutant strain: 7; Dynein transport cytoplasmic EGFP: -0.21; Dynein transport nuclear GR-EGFP: -0.0015; Dynein transport cell count: 0.15; Ins promoter up cell count: 1549; b-catenin transl cell count 5 µM: 998; MT stabilize HCS Hoechst-high %: 1.4; MT stabilize HCS cytotoxicity %: 3.2; Autophagy mod cell loss 18 h: -9

Results for C=CCC1Cc2c(Br)cccc2C(CC=C)N1 (stereo not drawn) ?
Ins promoter up: -0.29; Dynein transport: -0.66; WT yeast gro inh: 20; NOD2 inhibition: 2%; Hep lipid drop: -8; Autophagy mod: inactive; Yfh1-off respiration: inactive; b-catenin transl: -1.2; MT stabilize HCS: 4.8; WT yeast gro inh mutant strain: 21; Dynein transport cytoplasmic EGFP: -0.3; Dynein transport nuclear GR-EGFP: -0.012; Dynein transport cell count: 0.34; Ins promoter up cell count: 1349; Hep lipid drop cells 6.5 µM: 718; b-catenin transl cell count 5 µM: 1051; MT stabilize HCS Hoechst-high %: 1.8; MT stabilize HCS cytotoxicity %: 4.7; Autophagy mod cell loss 18 h: -7

What do the screens show for `CCOC(=O)CCn1c(=O)c2c(nc(Br)n2Cc2ccccc2)n(C)c1=O`?
Ins promoter up: 1.4; Dynein transport: -0.77; WT yeast gro inh: 7; NOD2 inhibition: 15%; Hep lipid drop: -1; Autophagy mod: inactive; Yfh1-off respiration: inactive; b-catenin transl: -4.6; MT stabilize HCS: 5.4; WT yeast gro inh mutant strain: 14; Dynein transport cytoplasmic EGFP: -0.16; Dynein transport nuclear GR-EGFP: -0.22; Dynein transport cell count: 0.87; Ins promoter up cell count: 1271; Hep lipid drop cells 6.5 µM: 793; b-catenin transl cell count 5 µM: 1132; MT stabilize HCS Hoechst-high %: 3.0; MT stabilize HCS cytotoxicity %: 11; Autophagy mod cell loss 18 h: 6
